H1N1 NS1A inhibition: H1N1 influenza NS1A inhibitors, functional cell based assay (AID 504329); one-dose inhibition, % at 12.5 µM; IC50 in µM for titrated hits; hit rate 0.3% among 340,000; NS1A functional cell-based assay, percent inhibition; higher % means a stronger effect; in the data active = a potency from the dose series; inconclusive = inhibition above about 27% without an active follow-up result; also: strong numbers were not always called active
M. tuberculosis: growth inhibition of non-replicating M. tuberculosis (AID 488890) | inhibition, % at 25 µM, or IC50 in µM where a hit was titrated | Mycobacterium tuberculosis non-replicating, growth inhibition; higher % means a stronger effect | hit rate 0.39% among 320,000; in the data active = a potency from the dose series; inconclusive = inhibition mostly from about 82% at the one dose, without a potency; inactive = the rest, 99 in 100 with inhibition below about 76%;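 also: plate controls were DMSO cells for no effect and high antibiotic wells for full effect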
VEEV TC-83 Vero: inhibitors of VEEV TC-83 cytopathic effect, confirmation, Vero cells (AID 588727); Vero cells, VEEV TC-83 cytopathic effect inhibition; higher % means a stronger effect; hit rate 0.13% among 350,000; one-dose inhibition, % at 20 µM; IC50 in µM for titrated hits; in the data active = a potency from the dose series; inconclusive = inhibition mostly from about 14% at the one dose, without a potency; inactive = the rest, 99 in 100 with inhibition below about 12%; also: strong numbers were not always called active
Salmonella PhoP GFP: Inhibition of PhoP regulon, Salmonella typhi GFP reporter cells, confirmation, 4 h (AID 1850) | inhibition, % at 50 µM; hits with a dose series show IC50 in µM | Salmonella Typhi PhoP-promoter GFP reporter, fluorescence, 4 h; higher % means a stronger effect | hit rate 0.33% among 310,000; in the data active = a potency from the dose series; inconclusive = inhibition mostly from about 25% at the one dose, without a potency; inactive = the rest, 99 in 100 with inhibition below about 19%;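 also: 0% = induced wells with vehicle and 100% = uninduced wells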
M. tuberculosis HTS: M. tuberculosis growth inhibition, HTS (AID 449762) | M. tuberculosis H37Rv growth inhibition, 7H9 media; higher % means a stronger effect | one-dose inhibition, % at 25 µM; IC50 in µM for titrated hits | hit rate 0.59% among 330,000; in the data active = a potency from the dose series; inconclusive = inhibition above about 70% without an active follow-up result;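 also: bacterial growth assessed after seven days of incubation; strong numbers were not always called active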
VEEV TC-83 Vero 10K pilot screen: second read-out of VEEV TC-83 Vero, no call of its own (marks repeat the call); inhibition, %; measured here: 10K pilot screen inhibition
An asterisk follows results filed as active; i = inactive; ? = inconclusive; . = not tested or not shown.

SMILES	H1N1 NS1A inhibition	M. tuberculosis	VEEV TC-83 Vero	Salmonella PhoP GFP	M. tuberculosis HTS	others
COc1cc(-c2noc(C)c2C#Cc2ccc(N)cc2)cc(OC)c1OC	3%	12%	7.4%	-2%	3%
O=S1(=O)N=C(N2CCCC2)c2ccccc21	-12%	1%	0.3%	3%	-2%
Cc1ccc2nc(CCCc3nc4ccc(C)cc4[nH]3)[nH]c2c1	-13%	.	1.0%	.	.
COc1ccc(NC(=O)C/C(C)=N/NC(=O)c2ccco2)c([N+](=O)[O-])c1	-6%	79%	0.6%	11%	14%
CCCCNC(=O)CC1N=C2c3ccccc3N=C(SCC(=O)Nc3ccccc3OC)N2C1=O (configuration not stated)	9%	7%	4.0%	-2%	-3%
CC(=O)c1ccc(O)c(CC=C(C)C)c1O	-26%	13%	3.2%	-3%	-9%
CCN(C(=O)CN(C)Cc1cccc(Cl)c1Cl)c1c(N)n(Cc2ccccc2)c(=O)[nH]c1=O	-5%	5%	1.1%	-9%	10%
Clc1ccc(-c2nc(-c3cc4cc(Cl)ccc4o3)cs2)cc1	.	-6%	14%	5%	-2%
COc1ccc(CCNC(=O)CCS(=O)(=O)c2ccc(Br)cc2)cc1OC	4%	52%	0.5%	-9%	4%
N#Cc1cc(C(=O)c2ccccc2OCC(=O)Nc2ccccc2Cl)cn(C2CCCCC2)c1=O	1%	45%	7.3%	-12%	11%
Fc1ccc(-n2c(CN3CCCCC3)n[nH]c2=S)cc1	5%	-6%	i	0%	3%
Cc1ccc(NCC(=O)Nc2cccc(F)c2)cc1S(=O)(=O)N1CCCCCC1	-1%	9%	1.2%	-4%	-15%
COc1ccc(C2C(C#N)=C(N)Oc3cc(C)[nH]c(=O)c32)c(OC)c1OC (configuration not stated)	0%	-11%	2.2%	-4%	5%
O=C(COC(=O)c1cccc(-n2cnnn2)c1)c1ccc(Br)cc1	-4%	20%	2.6%	3%	-5%
Cc1ccc(OCC(O)CN2C(=O)NC(C)(C)C2=O)cc1 (configuration not stated)	-4%	4%	0.2%	-7%	-1%
CC(=O)c1ccn(S(=O)(=O)c2ccc(Cl)cc2)c1	-18%	6%	0.2%	0%	-3%
Cc1cccc(N(Cc2cc(=O)[nH]c3ccccc23)C(=O)C(C)C)c1	7%	-1%	i	-16%	-7%
O=C(/C=C\c1ccco1)Nc1nc(-c2ccc3ccccc3c2)cs1	-15%	1%	12%	-6%	-18%
CC(=O)Oc1ccc2c(c1)c(C(C)=O)c(C)n2C	4%	38%	4.3%	1%	?	VEEV TC-83 Vero 10K pilot screen=0.7
CC1CCCCN1Cc1nc2c(c(=O)n(C)c(=O)n2C)n1Cc1c(F)cccc1Cl (configuration not stated)	6%	20%	8.3%	-13%	5%
CC(=O)c1ccc(S(=O)(=O)Nc2ccc3c(c2)OCO3)cc1	7%	19%	7.8%	.	-7%
COc1ccc(-c2c3c(=O)n(C)c(=O)n(C)c3cn2Cc2ccccn2)cc1	-15%	11%	i	5%	-2%
CC1(NC(=O)Cc2csc(-c3ccc(Cl)cc3)n2)CCS(=O)(=O)C1 (configuration not stated)	-5%	18%	5.6%	.	3%
COCCCn1c(=O)/c(=C\c2ccccc2OC(F)F)s/c1=C(/C#N)C(=O)NCCOC	-12%	7%	2.5%	13%	-15%
Cc1nc(SCC(=O)Nc2ccc(N3CCOCC3)cc2)nc(C)c1C	5%	-4%	i	11%	-9%
CCOC(=O)c1c(NC(=O)CSc2nnnn2-c2ccccc2)sc2c1CC(C)(C)NC2(C)C	13%	?	6.2%	12%	?
COCCNC(=O)C1CCCN(c2nn3c(=O)cc(C)nc3s2)C1 (configuration not stated)	10%	-7%	i	1%	7%
CC[n+]1c(S(=O)(=O)[O-])ccc2ccc(C)cc21	9%	-9%	0.6%	0%	-3%
COCCCNC(=O)c1ccccc1NS(C)(=O)=O	4%	-9%	0.1%	1%	-3%
O=C(COC(=O)c1ccc2c(c1Cl)C(=O)c1ccccc1C2=O)NC1CC1	-1%	?	1.2%	7%	?

Quoted from above (two entries):
SMILES	H1N1 NS1A inhibition	M. tuberculosis	VEEV TC-83 Vero	Salmonella PhoP GFP	M. tuberculosis HTS	others
COc1ccc(C2C(C#N)=C(N)Oc3cc(C)[nH]c(=O)c32)c(OC)c1OC (configuration not stated)	0%	-11%	2.2%	-4%	5%
O=C(COC(=O)c1cccc(-n2cnnn2)c1)c1ccc(Br)cc1	-4%	20%	2.6%	3%	-5%

Additional structures
SMILES	H1N1 NS1A inhibition	M. tuberculosis	VEEV TC-83 Vero	Salmonella PhoP GFP	M. tuberculosis HTS	others
CCOC(=O)c1c(C)[nH]c(C)c1C(=O)CSc1nc2ccccc2n1CCC#N	21%	-6%	i	1%	0%
CC1CCN(C(=O)c2ccc(NC3=C(Cl)C(=O)N(Cc4ccccc4)C3=O)cc2)CC1	7%	.	12%	.	.
Cc1cccc(N2CCN(C(=O)c3cc4c(=O)n(C)c5ccccc5c4n3C)CC2)c1C	3%	-2%	0.7%	-8%	-6%
Cc1cc(=O)oc2c(CN3CCCCC3)c(O)c(Cl)cc12	-14%	-10%	0.8%	9%	2%
CSc1nc(Oc2ccc3ccccc3c2)c2sccc2n1	9%	8%	5.4%	4%	2%
CC(=O)Nc1ccc(NC(=O)CSc2ccc(-c3ccc(-n4ccnc4)cc3)nn2)cc1	2%	19%	3.6%	8%	38%
NNC(=O)c1cc(Cl)ccc1Cl	-2%	-21%	1.3%	-6%	?
O=C(CN1CCN(c2ccccn2)CC1)NCCc1ccccc1	-9%	2%	0.5%	1%	4%
CON(C)C(=O)CC(CNC(=O)OC(C)(C)C)c1ccc(Cl)cc1 (configuration not stated)	-3%	10%	0.2%	.	8%	VEEV TC-83 Vero 10K pilot screen=0.0
CCN(C[C@H]1N[C@@](C)(C(=O)OC)[C@H]2C(=O)N(Cc3ccccc3)C(=O)[C@@H]12)C(=O)Nc1ccc(Cl)cc1	-1%	7%	0.1%	.	-4%
CC(C)COC(=O)n1c(=O)oc2cc(S(=O)(=O)N3CCCCC3)ccc21	20%	27%	i	-8%	-3%
O=C(Nc1ccc(N2CCOCC2)cc1)C1(c2ccc(Cl)cc2)CCC1	18%	18%	2.6%	-9%	3%
CCc1nnc(NC(=O)CSc2nnc(CSc3nc(C)cc(C)n3)o2)s1	7%	-31%	1.3%	7%	2%
C/C=C/CC#N	-6%	6%	1.1%	.	-2%
CCOc1ccc(NC(=O)CC2C(=O)N(c3ccccc3)C(=O)N2CCc2cccs2)cc1 (configuration not stated)	15%	5%	1.0%	9%	1%
Cc1cc2oc3c(c(=O)c2cc1C)C(c1ccc(F)cc1)N(CCCN1CCOCC1)C3=O (configuration not stated)	16%	.	2.5%	-4%	2%
Cc1cccc(N2CCN(C(=O)C3CCN(S(=O)(=O)c4cccc5nsnc45)CC3)CC2C)c1 (configuration not stated)	2%	13%	13%	-2%	2%
CCCOC(=O)C1=C(C)NC2=C(C(=O)CC(C)(C)C2)C1c1ccc(N(C)C)cc1 (configuration not stated)	2%	45%	0.5%	2%	8%
Cc1ccc(C(C)C)c(OCCN2C(=O)NC(C)(C)C2=O)c1	-6%	-14%	2.4%	-7%	-11%
O=C(OCC(=O)N1CCc2ccccc2C1)c1cccnc1Cl	-1%	34%	1.1%	-2%	-2%
COc1ccc(S(=O)(=O)N2CCN(C(=O)Cc3cccs3)CC2)cc1	-2%	3%	i	-4%	4%
Cc1ccc(NCC(=O)c2ccc(C)cc2)cc1	-5%	.	1.8%	0%	6%
O=c1oc2ccccc2c2c1C(c1ccc(Cl)cc1)Nc1ccc3ccccc3c1-2 (configuration not stated)	-6%	4%	11%	-28%	17%
O=C(COC(=O)c1ccco1)Nc1ccc([N+](=O)[O-])cc1Cl	-5%	49%	0.2%	.	-5%
O=C(CN1CCN(C(c2ccccc2)c2ccccc2)CC1)NC(=O)NCc1ccco1	-5%	56%	2.5%	-1%	32%
CC(=O)CSc1nc(N(C)C)nc(N(C)C)n1	2%	-11%	0.1%	5%	-3%
COc1cc(NS(=O)(=O)c2ccc(Nc3nc(-c4cccc([N+](=O)[O-])c4)cs3)cc2)nc(OC)n1	6%	23%	1.1%	-7%	-3%
COc1ccc(-n2cnnc2SCC(=O)Nc2nc(C)c(Cl)cc2Cl)cc1	-24%	-6%	1.3%	-17%	-4%
CC(=O)Nc1cccc(Cl)c1C(=O)O	1%	-5%	0.2%	5%	-5%
COc1ccc(-c2nnc(SCC(=O)N3CCN(c4ccccc4)CC3)o2)cc1OC	-5%	6%	i	-7%	5%
Cc1ccccc1CNC(=O)Cc1cccs1	2%	9%	0.4%	1%	-5%	VEEV TC-83 Vero 10K pilot screen=0.0
CCOc1ccc(C2c3[nH]c4ccccc4c3CCN2CCCn2cccn2)cc1 (configuration not stated)	.	23%	2.0%	6%	16%
COc1ccc(CN2CCNC(=O)C2CC(=O)O)c(OC)c1 (configuration not stated)	-14%	.	1.4%	-45%	2%
CC(C)CN(C(=O)COC(=O)c1ccccc1Sc1ccccc1C#N)C1CCS(=O)(=O)C1 (configuration not stated)	4%	-11%	i	-9%	5%
CCOc1cc(CN2CCN(c3cccc(C(F)(F)F)c3)CC2)ccc1OC	-6%	-6%	0.1%	-7%	9%
CN1CCCCc2c1nc1ccccc1c2N (tested in a mixture with another compound)	2%	-8%	i	-9%	4%
NC(=O)c1ncc(C(F)(F)F)cc1Oc1ccc(C(F)(F)F)cc1	-6%	14%	1.0%	6%	-4%
Cc1nn(C)cc1/C=N/NC(=O)c1ccc2c(c1)OCO2	11%	.	1.5%	-8%	-8%
O=C(OCc1ccccc1Cl)c1cc([N+](=O)[O-])ccc1N1CCOCC1	-4%	8%	4.1%	-1%	0%
CCCNC(=O)c1nc2ncc(Br)cn2n1	10%	-19%	1.8%	14%	-8%
CCOP(=O)(OCC)c1nc(-c2cccc([N+](=O)[O-])c2)oc1N1CCCCC1	15%	-7%	2.4%	-7%	-10%
CN1CCN(c2ccccc2/C=N/NC(=O)c2cccnc2)CC1	-2%	-1%	1.4%	1%	-6%
COc1ccc(NC(=S)Nc2ccc(S(N)(=O)=O)cc2)c(OC)c1	10%	14%	1.5%	-4%	3%
O=C(Nc1ccc(S(=O)(=O)Nc2ncccn2)cc1)c1ccccc1	-3%	7%	0.3%	2%	-3%
Cc1ccc(C(=O)NC2CCN(CC(=O)NCc3cccs3)CC2)cc1	5%	0%	i	7%	-5%
Cc1nc2ccc(Cl)cn2c1P(=S)(N1CCOCC1)N1CCOCC1	-6%	15%	0.9%	0%	0%
O=C(O)c1ccccc1OCCOc1ccccc1C(=O)O	3%	-5%	i	-1%	-2%
Cn1c(=O)c2c(nc(N3CCNCC3)n2Cc2cccc3ccccc23)n(C)c1=O	9%	15%	0.8%	4%	5%

Grouped by structure: the entries above with two or more sulfur atoms.
SMILES	H1N1 NS1A inhibition	M. tuberculosis	VEEV TC-83 Vero	Salmonella PhoP GFP	M. tuberculosis HTS	others
CC1(NC(=O)Cc2csc(-c3ccc(Cl)cc3)n2)CCS(=O)(=O)C1 (configuration not stated)	-5%	18%	5.6%	.	3%
CCOC(=O)c1c(NC(=O)CSc2nnnn2-c2ccccc2)sc2c1CC(C)(C)NC2(C)C	13%	?	6.2%	12%	?
CSc1nc(Oc2ccc3ccccc3c2)c2sccc2n1	9%	8%	5.4%	4%	2%
CCc1nnc(NC(=O)CSc2nnc(CSc3nc(C)cc(C)n3)o2)s1	7%	-31%	1.3%	7%	2%
Cc1cccc(N2CCN(C(=O)C3CCN(S(=O)(=O)c4cccc5nsnc45)CC3)CC2C)c1 (configuration not stated)	2%	13%	13%	-2%	2%
COc1ccc(S(=O)(=O)N2CCN(C(=O)Cc3cccs3)CC2)cc1	-2%	3%	i	-4%	4%
COc1cc(NS(=O)(=O)c2ccc(Nc3nc(-c4cccc([N+](=O)[O-])c4)cs3)cc2)nc(OC)n1	6%	23%	1.1%	-7%	-3%
CC(C)CN(C(=O)COC(=O)c1ccccc1Sc1ccccc1C#N)C1CCS(=O)(=O)C1 (configuration not stated)	4%	-11%	i	-9%	5%
COc1ccc(NC(=S)Nc2ccc(S(N)(=O)=O)cc2)c(OC)c1	10%	14%	1.5%	-4%	3%

From PubChem
